E coli Lon inh = inhibits E. coli Lon protease; AID 602123; actives 0.42% (n = 360,000); purified E. coli Lon protease, fluorescence polarization; inhibition, % at 7.94 µM; in the data active = inhibition above about 13%, passing the limit was not always enough;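 note: 0% = enzyme with probe and DMSO and 100% = no enzyme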
Target sequence (P0A9M0 whole entry, looked up): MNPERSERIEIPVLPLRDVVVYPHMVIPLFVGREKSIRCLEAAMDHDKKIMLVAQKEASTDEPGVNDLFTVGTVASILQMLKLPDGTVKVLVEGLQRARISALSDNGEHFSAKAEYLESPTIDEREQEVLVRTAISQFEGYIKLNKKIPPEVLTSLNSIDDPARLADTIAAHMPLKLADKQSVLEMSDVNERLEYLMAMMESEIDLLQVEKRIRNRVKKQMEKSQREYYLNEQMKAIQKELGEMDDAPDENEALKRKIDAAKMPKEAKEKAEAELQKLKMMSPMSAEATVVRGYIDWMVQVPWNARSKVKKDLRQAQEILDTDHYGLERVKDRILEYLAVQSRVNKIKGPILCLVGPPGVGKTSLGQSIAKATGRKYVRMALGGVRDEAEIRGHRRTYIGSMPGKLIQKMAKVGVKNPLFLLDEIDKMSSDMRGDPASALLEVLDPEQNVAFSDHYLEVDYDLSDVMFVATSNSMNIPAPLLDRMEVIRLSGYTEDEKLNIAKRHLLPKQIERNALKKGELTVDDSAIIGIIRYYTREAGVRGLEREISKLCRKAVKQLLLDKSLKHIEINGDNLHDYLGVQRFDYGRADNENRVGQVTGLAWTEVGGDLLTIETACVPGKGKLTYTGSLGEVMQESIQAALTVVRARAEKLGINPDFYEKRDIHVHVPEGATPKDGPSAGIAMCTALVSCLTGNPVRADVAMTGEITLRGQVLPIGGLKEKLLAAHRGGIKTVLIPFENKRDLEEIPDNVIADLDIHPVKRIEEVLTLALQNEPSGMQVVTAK
Tb MetRS inh = Trypanosoma brucei MetRS inhibition; purified T. brucei MetRS, ATP depletion, Kinase-Glo luminescence; inhibition, % at 11.9 µM; actives 0.4% (n = 360,000);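 active = inhibition above a per-plate cutoff of the control wells' mean inhibition plus 3 SD, cut at about 5.5% in these data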;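 note: 0% = DMSO wells median and 100% = median of wells with control inhibitor compound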
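Material – parasite MetRS enzyme · Medium – HEPES-MgCl2-KCl buffer plus DTT, spermine, BSA, pyrophosphatase · Reagent – ATP, methionine and E. coli bulk tRNA substrates · Times – 15 min enzyme-compound preincubation, 2 h reaction, 10 min detection, 25 °C · Measured by – luminescence of leftover ATP · Evaluation – percent inhibition relative to median high and low control wells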
MsrA inhibitor = inhibitors of bovine MsrA | purified bovine MsrA, absorbance read-out | inhibition, % at 15.5 µM | actives 0.75% (n = 360,000) | AID 651718; in the data active = inhibition above about 4.5%;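 note: 0% = vehicle wells with enzyme and 100% = reference inhibitor wells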
Neddylation inh = inhibitors of human cullin neddylation; TR-FRET cullin neddylation, biochemical; calls only at 25 µM; actives 0.58% (n = 360,000); in the data active = inhibition above about 36%
MLLE-PAM2 inh = blocks PAM2 peptide binding to the PABP1 MLLE domain; P11940; GST-MLLE / FITC-PAM2 fluorescence polarization; inhibition, % at 20 µM; actives 0.36% (n = 360,000); AID 588489; in the data active = inhibition above about 35%, passing the limit was not always enough;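 note: plate controls were DMSO wells with GST-MLLE for no effect and wells lacking GST-MLLE protein for full effect; some results filed as inactive read as strong as hits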
FAS-TE inh = blocks the thioesterase domain of human fatty acid synthase; recombinant FAS-TE, OMFH fluorogenic substrate, fluorescence endpoint; inhibition, % at 15 µM; actives 0.67% (n = 360,000);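 active = compounds whose normalised, plate-corrected inhibition of enzyme fluorescence in the single-dose primary screen is 50% or more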;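 note: 0% = DMSO with enzyme and 100% = substrate without enzyme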
bovine MsrA act = bovine methionine sulfoxide reductase A activation; actives 0.3% (n = 360,000); AID 602163; activation, % at 10.6 µM; purified bovine MsrA, absorbance read-out; in the data active = activation above about 7.5%;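 note: 0% = vehicle and 100% = reference activator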
Rin1 Abl inh = human Rin1-Abl interaction inhibition; P00519+Q13671; TR-FRET Rin1/Abl binding, biochemical; inhibition, % at 7.35 µM; actives 0.4% (n = 360,000); AID 588664; in the data active = inhibition above about 5%, passing the limit was not always enough
CSN deneddyl inh = inhibitors of human CSN-mediated cullin deneddylation | Q92905 | Purified CSN, SCF-Nedd8-OG deneddylation, fluorescence polarization | inhibition, % at 12.5 µM | actives 0.38% (n = 360,000);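 active = pattern-corrected inhibition above about 35%, with an unprinted fluorescence ratio check between 0.5 and 1.5, limit read from the data, passing the limit was not always enough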;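 note: 0% = enzyme with substrate and 100% = substrate without enzyme; some results filed as inactive read as strong as hits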
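Assay system: purified human Csn5 enzyme expressed in HEK293T cells; Input: 0.24 nM Csn5 enzyme, final concentration; Reagent: 10 nM SCFSkp2-Nedd8OG; Compound dosing: 12.5 µM single point; Times: reaction 90 min, room temperature; Technique: fluorescence polarization readout.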
An asterisk follows results filed as active; i = inactive; x = not tested or not shown; + = active, no number. Compounds as they come. Share with any hit: about 4%.

Results follow in this order: Neddylation inh	CSN deneddyl inh	FAS-TE inh	MLLE-PAM2 inh	Rin1 Abl inh	Tb MetRS inh	MsrA inhibitor	E coli Lon inh	bovine MsrA act
Cn1c(=O)c2c(ncn2CC(O)CO)n(C)c1=O (stereo not drawn)
  i	-7	-4	-2	-1	-0.8	-0.4	-7	-3
Cc1nn(C)cc1CNC(=O)c1cnn2c1NC(c1ccc(Br)cc1)CC2C(F)(F)F (stereo not drawn)
  i	4	18	0	-1	-0.5	-0.2	0	0
COc1cccc(C(=O)Nc2cc(=O)n(C)c(=O)n2C)c1OC
  i	0	-4	6	0	-0.2	-0.2	-3	-1
CN(CC(=O)Nc1ccc(C#N)cc1)Cc1ccc(Cl)c(Cl)c1
  i	3	11	-7	6.1*	-0.9	0.7	-3	-13
Cc1cnnn1-c1cccc([N+](=O)[O-])c1
  i	4	-4	2	0	-0.9	0.6	-11	5
COc1cccc(CNC(=O)COC(=O)c2ccc(N3CCCC3=O)cc2)c1
  i	1	-4	1	-1	-0.2	0.4	-8	-3
Cc1nc(=O)c(-c2ccccc2)c(C)n1-c1ccc(C(=O)O)cc1
  i	4	-11	4	-4	0.3	0.4	-8	-6
CCCCSCCCNC(=O)c1cn(C)c2ccc(S(=O)(=O)N3CCCC3)cc2c1=O
  i	4	25	4	-2	-0.3	2.7	3	-3
Cc1ccc(C)c(S(=O)(=O)NCc2ccc(C(=O)NCc3ccco3)cc2)c1
  i	7	-2	-8	-3	-0.1	1.4	-7	-2
CCC(NC(=O)c1cc(COc2ccc(OC)cc2Cl)on1)c1ccncc1 (stereo not drawn)
  i	-2	-6	3	-1	0.7	0.2	-1	-4
NC1=NC[C@H](Cc2ccccc2)N1CCCCC1CCCCC1
  i	7	-147	5	1	-0.4	-0.9	-4	-3
CCn1cc(CNC(=O)NC2CCCCC2)c(C)n1
  i	-15	-12	-6	-1	-0.4	0.2	4	-6
CCOc1ccccc1C(=O)OCC(=O)NCC1CCCO1 (stereo not drawn)
  i	-8	-4	4	0	-0.4	-0.2	1	-7
CNC(=S)N(Cc1ccco1)Cc1cc2cc(OC)c(OC)cc2[nH]c1=O
  i	0	-1	-104	0	-0.9	1.4	-15	-9
CCCCCCn1c(SCC(=O)NC2CCS(=O)(=O)C2)nc2ccccc2c1=O (stereo not drawn)
  i	-9	-6	-14	5	-0.1	-0.7	4	-1
CC(=O)NCCNC(=O)C1(C)Cc2c(-c3ccc(NC(C)=O)cc3)ccnc2O1 (stereo not drawn)
  i	4	-10	-8	0	-0.2	-2.1	7	-1
O=[N+]([O-])c1c(Nc2cccc(O)c2)cc(Cl)c2nonc12
  i	3	78*	33	-3	-0.1	3.5	6	-9
Nc1ncnc2c1ncn2C1C=C(CO)C(O)C1O (stereo not drawn)
  i	-5	-6	3	3	0.0	x	-3	-1
Cc1ccccc1CN1C(=O)CSc2ccc(C(=O)N3CCOCC3)cc21
  i	4	-2	6	2	-0.6	-1.3	5	-2
CN1CCN(S(=O)(=O)c2cccc(C(=O)N(Cc3nnc(-c4ccc(Cl)cc4)o3)C3CC3)c2)CC1
  i	1	-3	-23	4	0.1	-0.1	0	-1
CCn1nc(C)c(CNC(=O)C2CCC(=O)N(Cc3cccc(F)c3)C2)c1C (stereo not drawn)
  i	4	-5	13	0	-0.3	-0.2	2	-1
COc1ccc(S(=O)(=O)Nc2cc(C(=O)NCCC(C)C)ccc2N2CCOCC2)cc1
  i	-4	3	4	-2	-0.5	1.2	5	2
CCCCNC(=O)CCCCCn1c(=O)[nH]c2cc(C(=O)OC)ccc2c1=O
  i	-2	0	2	5	-1.8	-0.8	7	-12
O=C(C1CC1)N1CCN(Cc2ccccc2)CC1
  i	1	-7	-6	-4	-0.7	-1.8	8	-7
O=C(O)C1C2C=CC(C2)C1C(=O)Nc1cccc(F)c1 (stereo not drawn)
  i	0	-5	-8	-2	-0.2	-0.4	-9	-2
CCOC(=O)N/N=C(/c1ccccc1)C1CCCCC1
  i	-3	-4	-2	5	-0.1	1.0	-7	-2
COc1ccccc1NC(=O)Nc1c(C)nn(C)c1C
  i	0	-1	-5	-5	-0.8	-0.3	0	-4
CCN(C(=O)COC(=O)COc1ccc(Cl)c(C)c1)C1CCS(=O)(=O)C1 (stereo not drawn)
  i	-3	-6	-14	1	-0.2	-0.7	-4	-1
Cc1ccc(NC2C(=O)NC(=O)NC2=O)cc1
  i	0	4	-2	17*	0.5	0.2	-3	-6
Cc1cc(C)cc(OCC(=O)OCC(=O)Nc2cc(C)nn2-c2ccccc2)c1
  i	5	-7	-2	2	-0.2	-1.4	-20	-3
COc1cc(NS(=O)(=O)c2ccc(NC(=S)NC(=O)c3sc4ccccc4c3Cl)cc2)ncn1
  i	2	-12	25	-31	-0.3	-0.1	-1	-7
Cc1cc(NC(=O)CSc2nnc(-c3ccccc3F)n2N)no1
  i	3	-15	-7	0	-0.3	-0.2	-19	-4
N#Cc1c(NCCN)nc(NCc2ccccc2)c2c1CCN(Cc1ccccc1)C2
  x	0	-52	-11	0	19*	x	7	-5
Fc1cccc(/C=C2\CCCC3=C2NC(=S)NC3c2cccc(F)c2)c1 (stereo not drawn)
  i	1	13	-43	1	-0.4	0.3	8	-3
COc1ccc(N(Cc2ccccc2)N=O)cc1
  i	3	2	21	0	-1.8	0.9	-4	-8
Nc1cc(=O)[nH]c(SCc2nc3ccccc3n2Cc2ccccc2)n1
  i	-2	-7	6	1	-0.7	0.1	-6	-3
COc1ccc(OC)c(NC(=O)COC(=O)c2c(C)noc2C)c1
  i	7	-5	-1	4	0.2	-0.3	-1	-3
O=C(O)CNS(=O)(=O)Cc1ccccc1
  i	-2	-6	6	-3	0.0	0.8	2	-1
c1cncc(CNc2ncnc3ccc(-c4ccc5c(c4)OCCO5)cc23)c1
  i	0	-8	2	-2	-0.1	-0.1	-12	-2
CC1(C)N=C(c2ccccc2)C(c2ccccc2)=N1
  i	-5	-2	-12	2	-0.2	-0.1	-1	-4
O=C(Nc1ccc(C(=O)O)cc1)/C(=C\c1ccco1)NC(=O)c1ccc(Br)o1
  i	10	-8	-6	1	0.1	2.3	-23	-5
CCOc1ccc(S(=O)(=O)Nc2ccc(C(=O)NCc3ccncc3)cc2)cc1
  i	2	-1	3	3	-0.1	0.7	-9	0
CC(C)c1nnc(NC(=O)CCCCCN2C(=O)C3C4C=CC(C4)C3C2=O)s1 (stereo not drawn)
  i	5	-1	-14	-1	-0.9	0.1	-2	0
FCCCOc1ccc(CN2CCN(c3ccccc3F)CC2)cc1
  i	-9	7	-3	4	-0.2	0.0	5	0
O=C(NN1CCOCC1)c1cccc(Cl)c1
  i	-1	-8	4	-1	-0.5	-1.0	2	-8
Nc1nc(Nc2cccc(F)c2)nc2ccccc12
  i	-2	1	5	1	24*	1.4	10	0
COc1ccc2[nH]c3c(=O)n4c(nc3c2c1)SCC4
  x	-2	-3	-3	4	-0.8	0.7	-8	-4
COc1ccc(CCNC(=O)c2cc(=O)[nH]c3ccc(Br)cc23)cc1OC
  i	-2	-12	-8	0	-0.9	0.0	-1	-10
Cc1ccc(-c2csc(C3C(N)=NC(S)=C(C#N)C34CCCCC4)n2)cc1 (stereo not drawn)
  i	3	-124	-26	1	1.7	0.2	-9	1
O=[N+]([O-])c1cccc(-c2cc(-c3cc(Br)ccc3O)[nH]n2)c1
  i	-2	28	-11	2	0.0	0.7	5	-4
COc1ccc(S(=O)(=O)NCCCCNS(=O)(=O)c2ccc(OC)cc2)cc1
  i	2	-1	-12	3	-1.7	0.2	-6	-3
FC(F)(F)c1cccc(NC(=S)NCC(c2cccnc2)N2CCOCC2)c1 (stereo not drawn)
  i	-1	-8	9	-3	1.2	1.6	-4	-4
CCOC(=O)C(=O)Nc1ccc(F)cc1
  i	-6	-6	-1	-4	-2.3	-0.4	-9	-12
Cc1ccccc1NC(=O)C1CCCN(c2ncnc3onc(-c4ccc(F)cc4)c23)C1 (stereo not drawn)
  i	-2	8	-15	-3	-0.2	-1.0	16*	-3
O=S(=O)(CCN1CCN(c2ccccn2)CC1)c1ccc(Cl)cc1Cl
  i	-3	-2	-5	2	0.2	0.4	-7	-2
Cc1ccc(C(=O)N/N=C/c2ccc(-c3cccc(C(F)(F)F)c3)o2)cn1
  i	3	8	5	-4	-0.6	0.3	7	-7
O=C(NCc1cccnc1)C1CCC(c2ccc(Cl)cc2)CC1 (stereo not drawn)
  i	-3	-1	-10	-5	0.6	-1.0	3	-3
COc1ccc(N2C(=O)c3ccccc3NC23CCCCC3)cc1
  +	3	-4	1	-1	-0.6	0.2	-1	-2
O=C(O)CSCC(=O)NCc1ccccc1Cl
  i	-3	-12	27	1	-1.7	-0.9	5	-15
S=c1[nH]nc(-c2ccc(Cl)cc2)n1/N=C/c1ccco1
  i	-4	-3	-31	-2	0.0	-0.4	3	0
N#Cc1nc(-c2cccc(Cl)c2)oc1NCc1cccnc1
  x	0	3	-1	6	0.2	1.5	5	-1
CCOC(=O)c1sc(N2C(=O)C(O)=C(C(=O)c3ccco3)C2c2cccc([N+](=O)[O-])c2)nc1C (stereo not drawn)
  i	-1	16	13	5	-0.5	2.1	-6	-10

Shown as a hit in E coli Lon inh, among the entries above:
| compound | Neddylation inh | CSN deneddyl inh | MLLE-PAM2 inh | Rin1 Abl inh | Tb MetRS inh | MsrA inhibitor | E coli Lon inh | bovine MsrA act |
| --- | --- | --- | --- | --- | --- | --- | --- | --- |
| Cc1ccccc1NC(=O)C1CCCN(c2ncnc3onc(-c4ccc(F)cc4)c23)C1 (stereo not drawn) | i | -2 | -15 | -3 | -0.2 | -1.0 | 16* | -3 |

Pulled by structure from the list above:
Results follow in this order: Neddylation inh	CSN deneddyl inh	FAS-TE inh	MLLE-PAM2 inh	Rin1 Abl inh	Tb MetRS inh	MsrA inhibitor	E coli Lon inh	bovine MsrA act
O=C(O)CSCC(=O)NCc1ccccc1Cl
  i	-3	-12	27	1	-1.7	-0.9	5	-15
O=C(NCc1cccnc1)C1CCC(c2ccc(Cl)cc2)CC1 (stereo not drawn)
  i	-3	-1	-10	-5	0.6	-1.0	3	-3
COc1ccc(CCNC(=O)c2cc(=O)[nH]c3ccc(Br)cc23)cc1OC
  i	-2	-12	-8	0	-0.9	0.0	-1	-10

Profiles as entered above. Order of values: Neddylation inh	CSN deneddyl inh	FAS-TE inh	MLLE-PAM2 inh	Rin1 Abl inh	Tb MetRS inh	MsrA inhibitor	E coli Lon inh	bovine MsrA act
COc1ccc2[nH]c3c(=O)n4c(nc3c2c1)SCC4 as listed: x	-2	-3	-3	4	-0.8	0.7	-8	-4
FC(F)(F)c1cccc(NC(=S)NCC(c2cccnc2)N2CCOCC2)c1 (stereo not drawn) as listed: i	-1	-8	9	-3	1.2	1.6	-4	-4
COc1ccc(N2C(=O)c3ccccc3NC23CCCCC3)cc1 as listed: +	3	-4	1	-1	-0.6	0.2	-1	-2
